# Bioassay records from PubChem.
# A3A deaminase: inhibitors of human APOBEC3A DNA deaminase. P31941. 330,000 compounds, 0.41% hits. inhibition, % at 20 µM. recombinant A3A, FAM/TAMRA ssDNA deamination fluorescence;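 active = at least 40% inhibition at 20 µM here, with at most 30% in a related deaminase screen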;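 also: plate controls were A3A with DMSO for no effect and wells lacking A3A enzyme for full effect; some results filed as inactive read as strong as hits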
# Target sequence (P31941 whole entry, looked up): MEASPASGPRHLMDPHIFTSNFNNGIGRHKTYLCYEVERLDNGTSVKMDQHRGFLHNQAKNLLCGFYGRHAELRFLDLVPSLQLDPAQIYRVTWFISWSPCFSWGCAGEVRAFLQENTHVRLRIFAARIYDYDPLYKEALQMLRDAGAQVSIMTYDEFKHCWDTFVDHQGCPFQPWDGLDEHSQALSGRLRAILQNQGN
# CCR6 antagonist: antagonists of human CCR6 receptor. CHO-K1 CCR6 PathHunter beta-arrestin, luminescence, CCL20-stimulated. inhibition, % at 20 µM. 340,000 compounds, 0.49% hits;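 active = compounds whose inhibition of the agonist-driven luminescence signal at 20 µM reaches about 50%, limit read from the data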;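 also: cells stimulated with CCL20 at 14 nM final; plate controls were DMSO with CCL20 for no effect and DMSO without agonist for full effect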
# Target sequence (P51684 whole entry, looked up): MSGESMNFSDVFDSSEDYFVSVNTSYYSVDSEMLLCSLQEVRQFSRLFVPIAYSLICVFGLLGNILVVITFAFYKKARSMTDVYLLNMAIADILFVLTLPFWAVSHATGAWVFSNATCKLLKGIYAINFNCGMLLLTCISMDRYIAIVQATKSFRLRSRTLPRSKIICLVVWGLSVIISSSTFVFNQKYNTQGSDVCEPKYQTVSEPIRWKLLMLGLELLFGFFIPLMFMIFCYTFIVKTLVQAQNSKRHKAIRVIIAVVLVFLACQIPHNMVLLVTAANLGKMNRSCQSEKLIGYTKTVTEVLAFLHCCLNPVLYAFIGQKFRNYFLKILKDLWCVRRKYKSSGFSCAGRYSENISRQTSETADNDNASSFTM
# NR3A LBD binder: modulates the human NR3A ligand-binding domain; NR3A LBD differential scanning fluorimetry, Tm shift; 0% = protein alone, 100% = glycine-bound protein; Tm shift relative to glycine control, % at 25 µM; 340,000 compounds, 2.5% hits;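 active = melting temperature shift of at least 10% of the positive control shift, at one fixed dose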
# Gli-Sufu block: Gli-Sufu pathway antagonism. 340,000 compounds, 0.74% hits. Sufu-KO-LIGHT fibroblasts, Gli luciferase reporter luminescence. inhibition, % at 5 µM;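 active = inhibition above about 55%, limit read from the data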;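 also: 0% = DMSO-treated cells and 100% = wells with medium but no cells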
# CXCR6 inh: inhibitors of human CXCR6 receptor; AID 602244; 360,000 compounds, 0.36% hits; inhibition, % at 20 µM; CHO-K1 PathHunter CXCR6 beta-arrestin, luminescence; in the data active = inhibition above about 34%, passing the limit was not always enough;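 also: antagonist mode with CXCL16 agonist at 10 nM final; 0% = 10 nM CXCL16 with DMSO and 100% = unstimulated wells without agonist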
# Target sequence (O00574 whole entry, looked up): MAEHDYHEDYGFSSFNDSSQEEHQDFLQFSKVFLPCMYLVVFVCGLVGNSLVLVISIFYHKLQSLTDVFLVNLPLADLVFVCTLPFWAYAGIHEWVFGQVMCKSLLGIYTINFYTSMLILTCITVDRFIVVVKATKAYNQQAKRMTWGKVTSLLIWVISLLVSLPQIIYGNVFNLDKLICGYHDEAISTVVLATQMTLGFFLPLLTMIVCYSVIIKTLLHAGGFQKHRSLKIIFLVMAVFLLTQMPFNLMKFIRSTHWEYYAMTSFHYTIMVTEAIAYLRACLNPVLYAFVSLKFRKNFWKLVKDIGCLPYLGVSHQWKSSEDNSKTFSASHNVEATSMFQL
# MPTP block: blocks calcium-induced mitochondrial swelling | isolated mouse mitochondria, Ca2+ swelling absorbance, 30 min | 360,000 compounds, 1.4% hits | AID 602449 | inhibition, % at 10 µM;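 active = inhibition of 50% or more, scaled per plate between neutral and stimulator controls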;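 also: 0% = DMSO wells given calcium and 100% = 1 mM EGTA wells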
# A3G deaminase: blocks human APOBEC3G single-stranded DNA deamination | inhibition, % at 20 µM | AID 493012 | 330,000 compounds, 0.28% hits | Q9HC16 | recombinant A3G, ssDNA deamination FAM/TAMRA fluorescence;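 active = inhibition of at least 40% at 20 µM, with no more than 30% in the related APOBEC3A deaminase screen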;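 also: plate controls were DMSO wells with A3G for no effect and wells lacking A3G enzyme for full effect; some compounds called inactive have numbers as strong as hits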
# EBI2 antag: EBI2 (human) antagonism. P32249. 360,000 compounds, 0.81% hits. inhibition, % at 5 µM. EBI2 beta-arrestin recruitment, luminescence, 7a,25-OHC stimulated; in the data active = inhibition above about 38%;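 also: enzyme fragment complementation signal reports receptor beta-arrestin coupling in cells; 0% = agonist plus DMSO wells and 100% = wells without agonist; some results beyond the cut were filed as inactive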
# * marks the source's active call; other numbers are inactive results; . = not tested or not shown. Random draw from the library; overall some 5.8% were active at least once.
# Every second line gives: A3A deaminase	CCR6 antagonist	NR3A LBD binder	Gli-Sufu block	CXCR6 inh	MPTP block	A3G deaminase	EBI2 antag
NC(=O)C1CCN(C2CC(=O)NC2=O)CC1 (centres undefined)
  2.8	0.7	-4.5	0.6	7.9	0.1	-0.6	-1.6
CCCCC1(Cc2ccc(OC)c([N+](=O)[O-])c2)C(=O)N(c2ccccc2)N(c2ccccc2)C1=O
  -1.0	19.6	3.8	14.2	4.8	-0.3	-2.0	-4.4
COc1ccc(CN=CC2=C(O)CC(C)(C)CC2=O)cc1
  -1.6	-3.1	-0.5	-1.4	2.3	1.5	-3.0	7.7
c1coc(C2OCC3(CO2)COC(c2ccco2)OC3)c1 (centres undefined)
  0.5	4.0	0.2	-2.7	1.8	0.1	-1.1	-1.1
CCc1ccc(NC(=O)C2CCN(S(=O)(=O)c3ccc4[nH]c(=O)ccc4c3)CC2)cc1
  2.4	6.2	-0.2	27.6	-6.2	-0.2	4.1	7.0
COc1ccc(C(=O)NNC(=O)C(=O)NCc2ccccc2)cc1
  0.7	-1.2	1.0	-4.4	1.3	-1.1	-2.8	12.8
O=C(NC1CC(=O)N(c2cccc(F)c2)C1)C(=O)c1c[nH]c2ccccc12 (centres undefined)
  1.1	14.2	2.8	-2.7	4.9	1.4	-1.2	13.2
CCOC(=O)c1c(NC(=O)COC)sc2c1CCCC2
  0.8	3.8	-1.2	7.4	3.4	2.1	1.6	-4.5
CC(=O)Nc1ccc(OCC(=O)Nc2ccc(Cl)c(S(=O)(=O)N3CCOCC3)c2)cc1
  -2.6	.	.	.	-16.7	-0.2	-5.6	-19.7
Cc1ccc(S(=O)(=O)CCc2nnc(N)s2)cc1
  -2.6	9.5	-2.5	2.0	-6.8	-1.3	-5.0	-3.6
Cc1ccc(-n2nc(C(=O)N3CCOCC3)cc2-c2ccc(Cl)cc2)cc1
  -0.3	8.3	-2.5	1.7	6.6	0.9	5.8	5.1
COc1cc(/C=N/NC(=O)CN(Cc2ccccc2)S(=O)(=O)c2ccc3c(c2)OCCO3)ccc1O
  -2.0	8.5	-14.3	11.8	4.0	-18.4	-1.7	-5.5
CC1CCC(NC(=O)c2ccc(CS(=O)(=O)Cc3ccccc3F)o2)CC1 (centres undefined)
  2.0	-2.8	-1.4	-0.5	-3.8	3.9	-1.2	2.6
CN1CCN(C(=O)Cn2ncc3c([nH]c4ccccc43)c2=O)CC1
  0.5	21.4	1.8	-6.5	2.5	-1.7	-0.2	-4.4
N#Cc1ccccc1NC(=O)c1ccc(-c2ccccc2Cl)o1
  -2.8	12.7	-5.3	8.7	2.8	3.5	-3.7	8.6
Cc1cc(NS(=O)(=O)c2ccc(Nc3nc(-c4ccc(O)cc4)cs3)cc2)no1
  -2.5	1.8	3.9	-5.6	2.4	0.3	-9.0	-7.0
O=C(c1ccco1)N1CCN(Cc2cc(=O)c(OCc3ccc(F)cc3)co2)CC1
  -2.8	-7.0	1.2	24.3	0.4	-3.8	-3.1	2.1
O=C(O)c1csc(-c2ccc(Cl)cc2)n1
  2.4	5.6	1.0	-1.1	-4.3	-1.2	-0.6	-1.6
CCC1(CC)C(=O)N=C2c3ccccc3C(=O)N21
  -0.8	-23.9	0.2	-0.4	3.0	-2.6	-9.1	-3.8
CCOC(=O)C1CCN(Cc2coc3ccc(Cl)cc3c2=O)CC1
  -3.3	8.5	0.1	4.3	-4.9	-0.2	-7.3	-2.1
COc1cccc(CNc2ccc([N+](=O)[O-])c(NCC(=O)O)n2)c1
  2.3	7.3	-1.9	1.5	6.5	0.0	3.3	14.5
O=C(Cc1ccc(O)cc1)N/N=C/c1cccs1
  -1.0	-6.4	0.1	-8.6	-4.1	0.7	-4.8	-1.6
CN(CC(=O)NCCc1ccccc1)CC(=O)Nc1cccc(F)c1
  0.4	5.0	-1.0	-7.3	4.2	-2.0	-3.3	-7.7
CC(=O)c1c(-c2ccc(Cl)cc2)c2ccccc2[nH]c1=O
  -0.7	11.8	-0.9	6.3	15.4	2.6	-5.2	0.1
COC(=O)c1sc(-c2ccc(Cl)cc2)cc1NC(=O)c1ccccc1C(=O)O
  -1.8	6.0	3.0	-2.2	0.0	-2.5	-3.4	2.3
CN(C(=O)c1ccccn1)c1nnc(-c2ccccn2)s1
  -2.6	-5.1	-2.1	-34.0	2.8	0.6	0.1	6.0
CCCCC(=O)Nc1ccc2c(c1)nc(CCN1CCOCC1)n2C
  1.9	2.0	-0.8	-12.0	3.1	-1.7	4.0	0.5
O=C(O)c1ccc(N2C(=O)Nc3ccccc3N2O)cc1
  -3.8	10.9	-0.9	-1.1	-10.1	-2.5	-7.4	4.8
CC(C)CCN(C)C1CCN(C(=O)Nc2c(F)cccc2F)CC1
  -0.5	-2.1	0.8	5.7	7.1	-0.3	-4.1	-5.6
COc1cc(C(=O)NCC(=O)N/N=C\C(C)=C/c2ccccc2)cc(OC)c1OC
  2.7	5.4	-2.5	1.4	2.9	0.9	-6.0	-9.3
O=C(/C=C/c1ccc(Cl)cc1)Nn1c(-c2cccs2)nc2ccccc2c1=O
  -3.2	2.9	13.5*	3.3	10.4	19.0	-0.6	10.5
C/C(=N\NC(=O)C(O)c1ccccc1)c1cccnc1 (centres undefined)
  -2.7	-0.8	-2.3	-2.0	1.7	-0.8	-10.4	-7.3
C[C@@H](C(=O)Nc1nc(-c2ccccn2)cs1)N1C(=O)C2CCCCC2C1=O (some centres undefined)
  9.1	-37.2	-4.4	-15.5	19.7	-3.4	16.2	-0.5
O=C(CCc1nnc(CCCc2ccccc2)o1)NCCCC1CCCC1
  -0.9	6.4	0.9	-12.4	9.4	-0.9	-7.6	-0.7
Cc1cc(C)n(-c2ccc(C(=O)Nc3cccnc3)cc2)n1
  -1.4	3.7	-0.8	5.5	-2.6	1.9	-4.6	-10.0
COc1cccc2nc3cc(C)c(C)cc3nc12
  1.8	-1.6	2.6	-65.7	-15.5	1.4	19.4	1.0
O=C(CSc1nnc(CNC(=O)c2ccc(F)cc2)o1)Nc1ccc2c(c1)OCO2
  -3.4	5.2	1.7	-2.5	7.6	-0.7	-5.4	-13.9
O=C(CSc1nnc(NC(=O)C2CC2)s1)NCc1ccccc1Cl
  2.4	-3.3	2.2	-7.9	-5.5	-1.3	0.8	-7.2
CN(C)CCCNC(=O)c1cc(C(=O)Cc2ccc(Cl)cc2)c[nH]1
  -1.2	9.4	-1.2	8.8	5.4	-0.4	-5.0	-6.5
Cc1cc(C)c(S(=O)(=O)NCC2CCC(C(=O)NCc3ccccn3)CC2)c(C)c1 (centres undefined)
  -7.7	2.8	1.2	3.1	-1.1	-0.1	-2.6	-1.9
COc1cccc2c1-c1c(C(=O)O)cccc1C2=O
  -0.2	5.9	1.6	7.0	-0.1	-0.7	-6.8	-11.1
C=CCn1c(SCC(=O)NC2CCS(=O)(=O)C2)nnc1-c1ccc(Cl)cc1 (centres undefined)
  1.4	1.9	-0.9	1.2	1.3	-1.8	-0.5	-3.3
COc1cccc(CN(C)CC(O)COc2cc(Cl)ccc2Cl)c1 (centres undefined)
  -5.0	5.3	-1.3	7.0	2.2	1.5	-9.1	0.9
NC(=O)NC[C@@H]1CC[C@@H](Cc2ccc(-c3ccccc3)cc2)O1
  4.8	20.1	2.0	-68.1	-9.4	0.1	4.9	-2.4
S=C(NCC1(c2ccccc2)CCCC1)Nc1ccccc1
  -4.3	16.9	-0.7	9.8	-3.1	0.1	-7.3	-33.3
O=C1NC(c2ccccc2)N=C2Oc3ccccc3C=C12 (centres undefined)
  .	5.5	-1.0	11.7	-6.9	-0.3	.	3.1
COC(=O)c1ccc(CN2[C@H](C(=O)OC)C[C@@]3(O)[C@H](O)[C@H](O)[C@H](O)C[C@@H]23)cc1
  0.8	0.6	-0.4	-2.4	0.0	-0.9	-2.2	-1.4
COc1ccc(/C=N/Nc2nc(-c3cccc(S(=O)(=O)N4CCCC4)c3)cs2)c(OC)c1
  -0.1	-7.1	5.0	1.1	-1.3	0.8	0.9	-8.5
COc1cccc(CNC(=O)c2cccs2)c1
  4.1	22.4	0.8	-5.8	-4.8	-1.5	4.7	-5.0
O=C(O)COc1ccc(/C=C/C(=O)c2ccc3ccccc3c2)cc1
  -2.7	7.1	1.2	-24.4	-0.1	1.0	-7.4	-7.4
COc1cc(Br)c(CN2C(=O)NC3(CCCCCC3)C2=O)cc1OC
  -6.7	11.9	-0.2	-0.8	2.4	-1.0	0.4	9.0
CCn1c(C)nc2cc(C(=O)NNC(=O)CCC3CCCC3)ccc21
  -1.1	-12.3	-2.8	-6.9	-3.6	-0.2	-0.9	-35.0
CNC(=S)N1CCC(NC(=O)C(Cc2ccccc2)NC(C)=O)CC1 (centres undefined)
  -2.4	-3.9	0.0	-7.3	-1.0	-4.6	-5.7	-2.7
Cn1ncc(Cl)c1C(=O)Nc1ccc2c(c1)CCC2
  1.6	12.9	0.9	-23.6	-0.7	-0.4	-3.0	12.1
C=CCn1c(SCn2nnc3ccccc3c2=O)nnc1-c1ccc(Cl)cc1
  -2.9	12.4	-2.6	-0.5	-2.5	6.5	-9.6	2.1
O=C(c1ccc(CNc2c(N3CCOCC3)c(=O)c2=O)cc1)N1CC=C(c2ccccc2)CC1
  -2.9	0.2	-2.5	8.1	-2.9	-0.7	-9.0	-5.4
CC1CC(N(C(=O)c2ccccc2Cl)c2ccccc2)c2ccccc2N1 (centres undefined)
  -0.3	8.7	2.5	5.0	11.7	-0.2	-4.4	16.5
O=C(COc1ccc(F)cc1Br)NCC1(N2CCOCC2)CCCCC1
  1.6	18.0	-0.2	-1.0	-0.4	-0.4	-4.8	15.3
CCN(Cc1ccncc1)C(=O)c1cc(COc2ccc(F)cc2Cl)on1
  -3.9	9.4	-1.3	-0.2	-6.8	1.4	-2.7	5.5
O=C(N/N=C/c1cccc([N+](=O)[O-])c1)c1cc(-c2ccc3c(c2)OCO3)n[nH]1
  8.3	11.8	29.2*	33.8	-6.1	6.5	2.9	5.1

# Later entries:
# Every second line gives: A3A deaminase	CCR6 antagonist	NR3A LBD binder	Gli-Sufu block	CXCR6 inh	MPTP block	A3G deaminase	EBI2 antag
CC(C)CC(=O)Nc1sc2c(c1C#N)CC(C)(C)NC2(C)C
  6.3	7.3	1.3	7.1	0.8	-2.3	13.0	8.3
O=C(C[C@H]1C/C=C\C[C@H](NC(=O)OCC2c3ccccc3-c3ccccc32)C(=O)O[C@H](c2ccccc2)CNC1=O)N[C@H](CO)Cc1ccccc1
  -4.3	5.5	-0.7	62.7*	-5.9	-2.5	-11.1	5.8
CCn1c(SCC(=O)O)nnc1-c1ccc2[nH]c(C)c(C)c2c1
  6.6	-15.7	0.4	-4.2	-5.6	2.7	-7.0	-15.5
COc1ccc2c(c1)CC(C)C/C2=N\NC(=O)c1ccco1 (centres undefined)
  -4.0	6.4	-0.2	3.2	4.8	0.3	-10.3	-12.6
COc1cccc(NC(=O)CCSc2nnc3scc(-c4ccccc4)n23)c1
  -0.3	6.5	-0.6	35.6	-5.0	0.7	-2.1	3.6
CC(=O)NC1C(OCCOc2ccc(Cl)cc2C)OC(CO)C(O)C1O (centres undefined)
  .	-2.4	-0.7	0.0	-3.1	0.6	.	-5.2
Fc1ccc(N2CCN(Cc3cnc(Cl)s3)CC2)cc1
  1.1	19.4	-1.7	3.5	-0.5	0.8	-6.7	2.0
COc1cc(NC(=O)C/C(C)=N/NC(=O)C2CCCCC2)c(OC)cc1Cl
  -1.1	4.4	-0.6	-22.8	-5.3	-0.5	-4.6	1.4
Cc1ccc(Cl)cc1N1CCN(S(=O)(=O)c2cn(C)cn2)CC1
  -8.5	-0.9	-2.1	6.1	3.7	0.2	-1.2	-8.5
